# Source: PubChem (several laboratories)
# sEH inh: soluble epoxide hydrolase (human) inhibition. P34913. recombinant human sEH enzymatic activity assay. inhibition, % at 2 µM. hit rate 0.34% among 91,000; in the data active = inhibition above about 80%; note: values of inactives mirror those of a sister screen read the other way; many of its hits are not listed in these tables
# HUVEC prolif 384: inhibitors of human endothelial cell proliferation | HUVEC proliferation, CellTiter-Glo luminescence, 72 h; hits give low values | viability, % at 10 µM (by protocol) | hit rate 1.1% among 86,000 | AID 648;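 active = viability at or below 30%; inactive = viability above 30%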;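 note: 100% = median luminescence of DMSO-only cell control wells on each plate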
# LYP act: increases human PTPN22 phosphatase activity | AID 697 | Q9Y2R2 | activation, % at 2 µM | hit rate 0.11% among 96,000 | recombinant LYP, DiFMUP fluorescence; 0 = plate median, 100 = signal doubled;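 active = activation at 2 µM above a set limit, the mean plus 5 SD, cut at about 37% in these data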
# Target sequence (Q9Y2R2 whole entry, looked up): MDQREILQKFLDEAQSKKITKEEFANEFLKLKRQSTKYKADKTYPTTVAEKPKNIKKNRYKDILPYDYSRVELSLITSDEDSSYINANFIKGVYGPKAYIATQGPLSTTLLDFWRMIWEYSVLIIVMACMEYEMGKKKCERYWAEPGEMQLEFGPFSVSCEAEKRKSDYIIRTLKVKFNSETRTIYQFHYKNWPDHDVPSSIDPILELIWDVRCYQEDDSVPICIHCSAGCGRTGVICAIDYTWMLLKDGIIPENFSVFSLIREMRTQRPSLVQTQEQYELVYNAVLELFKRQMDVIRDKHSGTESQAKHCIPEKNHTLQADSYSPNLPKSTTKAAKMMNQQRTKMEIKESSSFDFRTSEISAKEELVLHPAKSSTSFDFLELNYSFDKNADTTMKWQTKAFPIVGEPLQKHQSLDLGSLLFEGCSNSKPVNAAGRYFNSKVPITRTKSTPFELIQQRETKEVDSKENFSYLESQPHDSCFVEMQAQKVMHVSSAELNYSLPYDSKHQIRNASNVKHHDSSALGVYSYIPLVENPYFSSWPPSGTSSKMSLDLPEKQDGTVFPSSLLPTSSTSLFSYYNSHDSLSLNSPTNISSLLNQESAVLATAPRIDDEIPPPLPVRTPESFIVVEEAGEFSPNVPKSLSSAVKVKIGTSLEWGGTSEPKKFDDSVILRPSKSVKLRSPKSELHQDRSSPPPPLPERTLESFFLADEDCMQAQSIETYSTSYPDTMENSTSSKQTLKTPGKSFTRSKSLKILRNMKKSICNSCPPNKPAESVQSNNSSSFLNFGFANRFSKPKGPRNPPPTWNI
# S1P2 blocker: antagonists of human S1P2 receptor; O95136; cell-based S1P2 antagonist assay, inhibition at 5 uM; inhibition, % at 5 µM; hit rate 0.21% among 97,000; in the data active = inhibition above about 45%;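 note: CRE beta-lactamase reporter cells expressing human S1P2 stimulated with S1P; 0% = agonist at EC80 alone and 100% = agonist plus reference antagonist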
# PostGolgi ctrl: yeast control strain growth, post-Golgi counter-screen. efflux-deficient yeast background strain, growth absorbance A615, 16 h. inhibition, % at 10 µM. hit rate 5% among 98,000; in the data active = inhibition above about 30%
# sEH act: soluble epoxide hydrolase (human) activation | P34913 | purified human sEH enzymatic activity, activator screen | activation, % at 2 µM | hit rate 0.04% among 91,000; in the data active = activation above about 37%; note: values of inactives mirror those of a sister screen read the other way
# S1P2 ag: agonists of human S1P2 receptor; activation, % at 4.5 µM; O95136; S1P2-expressing cell line, agonist reporter read-out; hit rate 0.46% among 97,000; AID 729; in the data active = activation above about 16%;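 note: 0% = vehicle low control and 100% = maximal reference agonist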
# Lung fibro prol: blocks proliferation of human lung fibroblasts | LL 47 human lung fibroblast viability, ATP luminescence; hits give low values | viability, % at 10 µM | hit rate 1.1% among 85,000;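 active = viability at or below 50% in the single dose screen; inactive = viability above 50%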;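 note: compound exposure lasted 72 h before the ATP readout; 100% = median luminescence of untreated cell-only wells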
#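 Material: human LL 47 lung fibroblast cells; quantity: 1,150 cells/well; medium: IMEM plus 15% FBS; doses: 0.1% DMSO in all compound wells; timing: overnight attachment after seeding, then 72 h compound exposure at 37 °C; detection: CellTiter-Glo luminescence; measure: % viability of median cell-only signal; controls: cell-only wells, no compound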
# H69AR inhibit: growth inhibitors of human H69AR lung tumor cells; H69AR lung tumor viability, ATP luminescence, 72 h; hits give low values; viability, % at 10 µM; hit rate 6% among 85,000; AID 598;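 active = viability at or below 40%; inactive = viability above 40%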;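 note: multidrug resistant small cell line overexpressing MRP-1 efflux transporter; 100% = mean luminescence of untreated control wells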
# Numbers without * were called inactive; · = no result given. An excerpt; rates above refer to the full screens.
SMILES,sEH inh,HUVEC prolif 384,LYP act,S1P2 blocker,PostGolgi ctrl,sEH act,S1P2 ag,Lung fibro prol,H69AR inhibit
CCSc1nnc(NC(=O)CSc2nnc(-c3c[nH]c4ccccc34)n2CC)s1,·,79,-8,-2,2,·,-1,87,50
Cc1ccc(NC2=CC(=O)CC(C)(C)C2)cc1C,4,92,0,7,8,-3,-2,92,93
Cc1nc2sc(C(c3ccc(Br)cc3)N3CC(C)OC(C)C3)c(O)n2n1 (configuration not stated),6,100,-4,0,3,-6,-7,99,106
O=C(NC1CCCCC1)C(c1cccs1)N(C(=O)C(F)(F)F)c1ccccc1 (configuration not stated),-4,·,4,-1,10,7,2,·,·
COc1ccc(C2C(C#N)=C(/N=C/N3CCN(C)CC3)OC3=C2C(=O)CC(C)(C)C3)cc1 (configuration not stated),-18,88,6,2,10,15,-1,91,88
COc1ccc(C2C(C#N)=C(SC)NC3=C2C(=O)CC(C)(C)C3)cc1 (configuration not stated),·,93,·,·,9,·,·,90,89
CCCCS(=O)CC(COc1ccc(Cl)cc1)OC(=O)c1ccccc1 (configuration not stated),4,86,-2,8,42*,-3,-3,95,112
COC(=O)c1cc(OC)c(OC)cc1NC(=O)c1ccc(C)cc1,0,68,12,-2,27,-2,4,94,16*
O=C1C2C3C=CC([C@@H]2C(=O)N1C1CC1)[C@H]1C(=O)N(C2CC2)C(=O)C31 (some centres not stated),19,92,7,12,13,-16,-6,91,98
CCOc1ccccc1C1CC(=O)NC(SCC(=O)Nc2nccs2)=C1C#N (configuration not stated),2,·,2,10,4,-1,-5,·,·
COc1ccccc1CNC(=O)CCCN1C(=O)COc2ccc(C)cc21,30,99,0,-8,2,-29,-5,98,103
Cc1nc(SCC(=O)Nc2ccc3c(c2)OCCO3)c2oc3ccccc3c2n1,30,98,5,-30,-1,-31,19*,98,63
CCC(=NCc1ccccc1)c1c(C(F)(F)F)[nH]n(-c2nc3ccccc3s2)c1=O,1,81,-2,-10,29,-4,-3,101,91
CCc1ccc(OCc2nnc(SCCN3CCOCC3)n2C)cc1,13,89,-1,12,-5,-14,-6,93,98
C=C(C)COc1ccc(-c2ncncc2Oc2ccc(OC)cc2)c(O)c1,6,89,10,-3,19,-9,-3,98,48
Cc1ccc(NC(=O)CN2CCN(c3ccccn3)CC2)c(Cl)c1,16,106,8,-1,5,-14,1,110,95
Cc1cc(=O)oc2cc(OCC(O)CN3CCN(c4ccc(F)cc4)CC3)ccc12 (configuration not stated),·,102,·,·,5,·,·,94,91
COc1ccc(OC)c(-n2c(O)cnc2Nc2nc(C)cc(C)n2)c1,7,88,6,16,4,-8,-4,93,85
CC(=O)NCC(=O)NC1(C(=O)NC2CCCC2)CCCCC1,·,96,·,·,-3,·,·,102,107
O=C(C1CC1)N1CCCN(C(=O)C2CC2)CC1,·,99,·,·,9,·,·,102,101
COCC(C)NC(C(=O)Nc1ccc(C)c(Cl)c1)c1ccccc1 (configuration not stated),3,·,-10,-12,15,-5,-2,·,·
Cc1ccc(N2C(N)=C(C#N)C(c3cccs3)C3=C2CC(C)(C)CC3=O)cc1 (configuration not stated),6,83,-9,-9,9,-6,-5,98,42
CC1(C)SCC(C(=O)O)N1C=O (configuration not stated),-5,100,-2,-9,16,7,-3,101,96
COc1ccccc1CN=C1NC(=O)C(CC(=O)Nc2ccc(OC)c(OC)c2)S1 (configuration not stated),18,·,8,-5,-4,-16,-5,·,·
Cc1nc(Nc2cccc(C(F)(F)F)c2)nc2c1C(=O)CC(C)C2 (configuration not stated),-13,93,-4,12,-8,7,-1,68,·

# Additional entries:
SMILES,sEH inh,HUVEC prolif 384,LYP act,S1P2 blocker,PostGolgi ctrl,sEH act,S1P2 ag,Lung fibro prol,H69AR inhibit
Cc1nn(-c2ccc(F)cc2)c(C)c1NS(=O)(=O)c1ccc2ccccc2c1,8,77,12,-22,16,-8,-5,96,36*
Cc1ccc(C(=O)/C=C/Nc2ccccc2C(N)=O)cc1,7,88,-8,13,1,-4,-6,78,81
Cc1ccccc1-n1c(Cn2c(=O)sc3ccccc32)nnc1SCC(N)=O,·,100,·,·,20,·,·,91,98
COCCCNC(=O)Nc1ccc(Br)cc1Cl,14,97,10,-4,1,-10,-4,95,98
CCOC(=O)c1cccc2c1-c1ccccc1/C2=N/O,8,14*,3,-2,20,-9,-5,89,28*
CCOc1cc(N2CCOCC2)c(OCC)cc1NC(=O)COc1cccc2cccnc12,0,54,-7,33,3,1,1,31*,22*
CC(=O)NC(Cc1c[nH]c2ccccc12)C(=O)NCc1ccc2c(c1)OCO2 (configuration not stated),-20,93,-16,-2,-2,17,0,104,89
CCc1nnc(NC(=O)c2c(OC)cccc2OC)s1,-17,·,-13,19,-5,13,-5,·,·
O=C(CSc1nnc(Cn2nnc(-c3ccccc3)n2)n1-c1ccccc1)Nc1ccc(F)cc1,-10,81,-4,6,-2,8,-5,95,65
CC(C)NC(=O)c1cc2cc(Br)ccc2oc1=O,2,87,3,-10,1,-2,0,100,91
O=C(O)C1CCCN1c1ncnc2ccccc12 (configuration not stated),17,100,-10,-7,22,-14,-2,99,90
CCCC(=O)Nc1sc2c(c1C(=O)OC)C(C(=O)OC)CC2 (configuration not stated),8,91,2,-16,·,-4,-7,96,65
CC(=O)c1ccc(NC(=O)C(C)Sc2nnnn2C)cc1 (configuration not stated),-6,91,-6,-12,9,5,-6,99,97
CC(C)OCCCNC(=O)C1CCN(S(=O)(=O)N2CCCCC2)CC1,-2,85,-1,14,8,2,-4,92,94
COc1ccc(-n2c(Cc3cccn3C)nnc2SCC(=O)Nc2ccccc2)cc1,4,85,9,-1,5,-4,-7,86,78
C=CCC1c2cccc(C(=O)O)c2C(=O)N1c1ccc(Cl)cc1 (configuration not stated),3,94,-4,3,12,-1,-8,102,95
N#CC1=C(N2CCCCC2)c2cc3c(n2C1=O)CCCC3,-13,103,11,-24,26,13,0,91,78
CCOC(=O)c1oc2ccc(S(=O)(=O)n3nc(-c4ccccc4)cc3N)cc2c1C,-5,100,-4,37,3,4,-1,92,86
Cc1csc(NC(=O)c2ccccc2[N+](=O)[O-])n1,-4,·,-7,0,5,5,-1,·,·
CN1C(=O)CSc2ccc(NC(=O)N3CCC(N4CCCCC4)CC3)cc21,12,96,8,8,3,-12,-3,111,90
O=C(CSCC(=O)N1CCCCC1)Nc1nc(-c2ccc(Cl)s2)cs1,2,100,-3,-11,72*,-2,-3,99,81
C/C(=N\O)C(=O)OC1CC(C)CCC1C(C)C (configuration not stated),-3,112,8,8,7,3,-1,99,79
CCOC(=O)CNC(=O)c1cccnc1,-4,95,1,12,9,3,-2,105,94
Cc1noc(C)c1CSc1ccc(Br)cc1,14,·,3,10,11,-16,-4,·,·
CCc1nc(SCC(=O)NCc2ccco2)c2c3c(sc2n1)CCCC3,6,55,7,-21,11,-8,-3,106,57

# Remaining list, next part.
SMILES,sEH inh,HUVEC prolif 384,LYP act,S1P2 blocker,PostGolgi ctrl,sEH act,S1P2 ag,Lung fibro prol,H69AR inhibit
CC(C)CC(c1nnnn1C1CCCC1)N1CCN(C(=O)c2ccco2)CC1 (configuration not stated),-9,101,-1,7,9,11,-6,95,94
COc1ccc(Oc2nc(C)nc3c2oc2ccccc23)cc1,-15,90,-3,-9,17,17,-4,101,87
O=C(COc1ccc(S(=O)(=O)NC2CCCCC2)cc1Cl)NCC1CCCO1 (configuration not stated),40,97,-7,29,9,-40,-2,99,91
Cc1cc(/C=N/n2cnnc2)c(C)n1-c1ccc(Cl)cc1Cl,-4,105,-6,-17,37*,3,9,100,86
O=c1ccnc(S/C=C/c2ccccc2)[nH]1,5,82,-3,-17,16,-5,-6,100,86
O=C1C2CC=CCC2C(=O)N1c1ccc(Cc2ccncc2)cc1 (configuration not stated),-8,104,4,12,18,6,0,102,96
COc1ccc(/C(O)=C2/C(=O)C(=O)N(c3nc(C)c(C)s3)C2c2ccco2)cc1 (configuration not stated),6,90,4,-4,-6,-7,-4,94,64
COc1ccc(CN=CC2=C(O)CNC2=O)cc1,5,100,10,-5,0,-3,-11,94,90
CCOC(=O)c1sc2ncn(CC(=O)NCC3CCCO3)c(=O)c2c1C (configuration not stated),·,87,·,·,8,·,·,96,94
Cc1nc(-c2cccc(NS(=O)(=O)c3ccc4ccccc4c3)c2)cs1,5,85,0,3,39*,-5,-9,92,83
O=C(CN1CCN(CC(=O)Nc2ccc3c(c2)OCO3)CC1)Nc1ccc(F)cc1,9,·,-9,19,-5,-7,-10,·,·
CCOc1ccccc1N(CC(=O)NCc1ccc(OC)cc1)S(C)(=O)=O,2,99,-6,20,2,0,-11,99,90
Cc1c(C(=O)O)sc2nc3n(c(=O)c12)CCC(C)CC3 (configuration not stated),-5,83,-2,-14,·,6,-7,90,56
C=CCN(CC=C)S(=O)(=O)c1ccc(NC(=S)NC(=O)c2ccc(-c3ccccc3)cc2)cc1,2,·,-4,8,-11,0,-4,·,·
Cc1cccc(/C=c2\s/c(=C\C(=O)C(C)(C)C)[nH]c2=O)c1,1,61,-7,-16,36*,0,-4,74,6.8*
CCCC(c1nnnn1Cc1ccco1)N1CCC(C(N)=O)CC1 (configuration not stated),6,94,0,17,-2,-5,-4,108,78
O=C(NCc1ccco1)c1cccc(NC(=O)c2ccco2)c1,4,69,-1,-23,0,-4,-4,106,90
O=C(CCCN1Cc2ccccc2C1)c1ccc(F)cc1,-6,92,-3,20,2,5,-7,100,92
O=C(Nc1ccc2oc(-c3ccncc3)nc2c1)c1cccs1,43,94,7,-11,-1,-44,-4,110,80
CC(C)Cc1nc(N2CCN(C(=O)c3ccco3)CC2)c(C#N)c2c1CCC2,9,96,-5,11,14,-7,-4,102,94
CN1CCN(S(=O)(=O)c2cccc(S(=O)(=O)c3ccc(Cl)cc3)c2)CC1,-3,110,5,6,1,3,-2,108,99
CCOC(=O)Cc1csc(NC(=O)CCCCCN2C(=O)c3ccccc3C2=O)n1,-6,114,-9,18,13,5,-5,96,98
COCCn1c(=O)[nH]c2cc(C(=O)NC(C)C)ccc2c1=O,·,99,-3,10,-9,·,-4,104,93
COc1cccc(/C(O)=C2/C(=O)C(=O)N(CCN(C)C)C2c2ccccn2)c1 (configuration not stated),17,106,-3,7,0,-16,-10,98,103
c1cncc(-c2nn[nH]n2)c1,-18,96,2,7,7,17,-7,93,89

# Some of the entries above in a different format.
# Value order – sEH inh, HUVEC prolif 384, LYP act, S1P2 blocker, PostGolgi ctrl, sEH act, S1P2 ag, Lung fibro prol, H69AR inhibit
CCSc1nnc(NC(=O)CSc2nnc(-c3c[nH]c4ccccc34)n2CC)s1
    ·, 79, -8, -2, 2, ·, -1, 87, 50
Cc1ccc(NC2=CC(=O)CC(C)(C)C2)cc1C
    4, 92, 0, 7, 8, -3, -2, 92, 93
Cc1nc2sc(C(c3ccc(Br)cc3)N3CC(C)OC(C)C3)c(O)n2n1 (configuration not stated)
    6, 100, -4, 0, 3, -6, -7, 99, 106
O=C(NC1CCCCC1)C(c1cccs1)N(C(=O)C(F)(F)F)c1ccccc1 (configuration not stated)
    -4, ·, 4, -1, 10, 7, 2, ·, ·
COc1ccc(C2C(C#N)=C(/N=C/N3CCN(C)CC3)OC3=C2C(=O)CC(C)(C)C3)cc1 (configuration not stated)
    -18, 88, 6, 2, 10, 15, -1, 91, 88
COc1ccc(C2C(C#N)=C(SC)NC3=C2C(=O)CC(C)(C)C3)cc1 (configuration not stated)
    ·, 93, ·, ·, 9, ·, ·, 90, 89
CCCCS(=O)CC(COc1ccc(Cl)cc1)OC(=O)c1ccccc1 (configuration not stated)
    4, 86, -2, 8, 42*, -3, -3, 95, 112
COC(=O)c1cc(OC)c(OC)cc1NC(=O)c1ccc(C)cc1
    0, 68, 12, -2, 27, -2, 4, 94, 16*
O=C1C2C3C=CC([C@@H]2C(=O)N1C1CC1)[C@H]1C(=O)N(C2CC2)C(=O)C31 (some centres not stated)
    19, 92, 7, 12, 13, -16, -6, 91, 98
CCOc1ccccc1C1CC(=O)NC(SCC(=O)Nc2nccs2)=C1C#N (configuration not stated)
    2, ·, 2, 10, 4, -1, -5, ·, ·
